# Bioassay records: PubChem, several laboratories
# Peg3 prom inh – Peg3 promoter activity inhibition; HeLa PEG-Prom luciferase reporter, luminescence, overnight; inhibition, % at 20 µM; actives 1.7% (n = 360,000);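 active means inhibition of at least 50% at 20 µM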
# NR2E3 ag-1 – human photoreceptor-specific nuclear receptor agonism; Q9Y5X4; CHO-S Gal4-NCOR/VP16-NR2E3 two-hybrid, luciferase; inhibition of corepressor binding, % at 3.98 µM; actives 0.35% (n = 360,000); AID 602229;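 active means inhibition above the mean of all tested compounds plus 3 SD, cut at about 70% in these data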;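 further: 0% = DMSO with NR2E3 transfected cells and 100% = cells lacking NR2E3 construct; higher means lower luciferase signal from less NR2E3 corepressor binding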
# Target sequence (Q9Y5X4 whole entry, looked up, the tested form may be a part): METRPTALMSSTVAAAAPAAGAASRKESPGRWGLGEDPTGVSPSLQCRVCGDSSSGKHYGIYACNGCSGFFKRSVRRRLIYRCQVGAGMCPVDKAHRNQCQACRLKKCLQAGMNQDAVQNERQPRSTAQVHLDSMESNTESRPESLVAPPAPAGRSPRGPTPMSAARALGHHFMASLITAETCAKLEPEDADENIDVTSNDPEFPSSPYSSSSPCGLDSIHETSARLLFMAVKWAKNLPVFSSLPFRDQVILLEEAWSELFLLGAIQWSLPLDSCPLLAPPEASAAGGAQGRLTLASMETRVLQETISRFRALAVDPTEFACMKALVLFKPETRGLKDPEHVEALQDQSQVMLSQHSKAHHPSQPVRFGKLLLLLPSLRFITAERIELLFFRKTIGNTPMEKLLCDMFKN
# PDI inh – PDI (human) enzyme inhibition | actives 0.052% (n = 350,000) | PDI insulin aggregation turbidity, A650, 90 min | inhibition, % at 10 µM;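 active means mean inhibition across replicates of 30% or more, whatever share of single replicates reach that level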;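 further: absorbance from insulin aggregation driven by PDI reduction with DTT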
# Target sequence (P07237 whole entry, looked up): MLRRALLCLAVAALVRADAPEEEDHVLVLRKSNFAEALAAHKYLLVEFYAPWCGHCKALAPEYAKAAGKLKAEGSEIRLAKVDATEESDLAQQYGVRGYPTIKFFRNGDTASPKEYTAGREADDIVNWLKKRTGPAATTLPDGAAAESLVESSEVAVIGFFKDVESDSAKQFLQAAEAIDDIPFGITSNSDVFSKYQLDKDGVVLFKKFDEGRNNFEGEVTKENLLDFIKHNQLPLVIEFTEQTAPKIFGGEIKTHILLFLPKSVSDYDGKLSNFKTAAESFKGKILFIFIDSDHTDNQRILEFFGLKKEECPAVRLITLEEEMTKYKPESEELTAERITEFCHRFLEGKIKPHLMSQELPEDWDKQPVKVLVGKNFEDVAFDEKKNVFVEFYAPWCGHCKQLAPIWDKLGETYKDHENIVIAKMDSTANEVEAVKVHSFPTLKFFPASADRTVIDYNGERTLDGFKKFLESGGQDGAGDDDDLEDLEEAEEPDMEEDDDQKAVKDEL
# aDG glyco act – alpha-DG glycosylation activation. Pro5-aDG cells, alpha-DG glycosylation AlphaScreen (IIH6); 0% Pro5, 100% B10-LARGE cell signal. activation, % at 10 µM. actives 0.22% (n = 360,000);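 active means activation of at least 8% versus controls, or a plate z-score of at least 8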;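 further: Pro5 are CHO cells carrying HIG-tagged alpha-DG that lacks glycosylation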
# CaV13 ICDI inh – Primary screen for inhibitors of IQ motif and Ca2+-dependent inactivation inhibitor domain binding in CACNA1D, Förster resonance energy transfer in living cells, …; HEK cells, CFP/YFP FRET ICDI-IQ, plate reader, 10 min; percent FRET-ratio fall versus neutral wells; inhibition, % at 12.3 µM; actives 0.098% (n = 340,000);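 active means mean replicate inhibition of at least 30% and at least 1% of replicates passing that level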;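 further: 0% = median of the neutral control wells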
# MITF TRPM1 inh – reduces MITF-dependent TRPM1 promoter luciferase signal; SK-MEL-5 TRPM1 promoter luciferase, 24 h; inhibition, % at 12.5 µM; actives 0.83% (n = 330,000);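 active means mean inhibition across replicates of 60% or more, whatever share of single replicates reaches that level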; further: values of inactives mirror those of a sister screen read the other way
# Granule exo inh – lytic granule exocytosis inhibition | TALL-104 LAMP-1 surface exposure, flow cytometry; cells stimulated with thapsigargin and PMA | inhibition, % at 10 µM | actives 0.66% (n = 360,000);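 active means inhibition above about 55%, limit read from the data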
# hiPSC survival – hiPSC single-cell survival enhancement. ATPlite luminescence; 100% = ROCK inhibitor wells, 0% = DMSO. survival enhancement, % at 20 µM. actives 0.044% (n = 360,000). AID 602274; in the data active means survival enhancement above about 18%;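 further: cells exposed to compounds for 16 hours before the ATP read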
# NR2E3 ag-2 – agonists of human nuclear receptor NR2E3. Q9Y5X4. inhibition of corepressor binding, % at 4.78 µM. AID 2300. GST-NR2E3/biotin-RetCOR TR-FRET, 1536-well. actives 0.12% (n = 320,000);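 active means percent inhibition above the cutoff of mean plus 3 SD of all tested compounds, set per screening campaign, cut at about 20% in these data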;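 further: 0% = DMSO wells and 100% = biotin wells as full block of FRET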
#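 Assay system: NR2E3–RetCOR corepressor complex. Quantity: 1.35 nM GST-NR2E3. Buffer or medium: pH 7.5 Tris-based buffer. Reagent: biotinylated RetCOR corepressor at 7 nM final. Schedule: 5 h at 4 °C. Detection: TR-FRET, emission read at 617 and 671 nm. Replicates: one well per compound, singlicate testing.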
# Vif inh – HIV Vif inhibition; actives 0.35% (n = 340,000); inhibition, % at 7.49 µM; HEK293T cells, Vif self-association by quenched fluorescence, imaging, 24 h; in the data active means inhibition above about 50%, passing the limit was not always enough; further: some results filed as inactive read as strong as hits
# HIF-2a block – inhibitors of HIF-2a; AID 624352; 786-0 RCC cells HIF-2a reporter, luciferase luminescence, overnight; actives 0.72% (n = 360,000); inhibition, % at 18.8 µM;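 active means inhibition of the luminescence signal of 40% or more relative to plate controls, in a single-dose primary screen at 18.75 µM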
# An asterisk follows results filed as active; . = no result given.
SMILES,Peg3 prom inh,NR2E3 ag-1,PDI inh,aDG glyco act,CaV13 ICDI inh,MITF TRPM1 inh,Granule exo inh,hiPSC survival,NR2E3 ag-2,Vif inh,HIF-2a block
COc1ccc(CCNc2ncnc3sc(C)cc23)cc1OC,12,88*,-2,3.0,-6,43,-4,0.0,.,-4,7
Cc1ccc(NC(=O)Cn2c(/C=C/c3ccccc3)nc3ccccc32)cc1C,3,6,-12,-0.1,-4,24,2,-0.2,-2,1,-19
O=C(O)/C(=C\c1ccc(Cl)cc1)c1ccc(S(=O)(=O)N2CCCC2)s1,-9,-15,-5,-0.4,-4,-3,13,0.4,2,4,-5
Cc1nnc(SCC(=O)N2CCC(c3noc4ccc(F)cc34)CC2)s1,2,-71,-2,0.1,-6,3,-1,0.3,6,-15,2
NC(=O)CSc1nnnn1-c1ccc2c(c1)OCCO2,4,2,7,-0.2,.,0,-3,0.5,-3,-9,11
Cc1nn(CC(=O)Nc2ccc(F)cc2)c(=O)c2ccccc12,-5,-2,4,-0.1,-2,-4,-1,-0.1,0,-15,5
COC(=O)C1=C(C(=O)OC)[C@@H]2Nc3ccccc3[C@@]23C[C@@H](C(=O)OC)N(C(=O)c2cc(C)oc2C)C3=N1,14,29,1,-0.2,-6,-2,1,1.7,3,-5,3
CCN(CC(=O)Nc1ccccc1OC)C(=O)CN1C(=O)NC2(CCCC2)C1=O,13,-6,-2,-0.1,-6,5,13,-0.3,-1,1,5
Cc1ccc(S(=O)(=O)NCCCOC(=O)Nc2ccncc2)cc1,20,12,9,0.2,-5,16,0,0.8,3,3,6
Cc1nc([N+](=O)[O-])c(C(=O)OCc2ccccc2C#N)n1C,1,3,7,-0.1,-7,9,-2,1.0,-3,0,1

# Random excerpt: two entries already listed.
SMILES,Peg3 prom inh,NR2E3 ag-1,PDI inh,aDG glyco act,CaV13 ICDI inh,MITF TRPM1 inh,Granule exo inh,hiPSC survival,NR2E3 ag-2,Vif inh,HIF-2a block
COC(=O)C1=C(C(=O)OC)[C@@H]2Nc3ccccc3[C@@]23C[C@@H](C(=O)OC)N(C(=O)c2cc(C)oc2C)C3=N1,14,29,1,-0.2,-6,-2,1,1.7,3,-5,3
CCN(CC(=O)Nc1ccccc1OC)C(=O)CN1C(=O)NC2(CCCC2)C1=O,13,-6,-2,-0.1,-6,5,13,-0.3,-1,1,5

# (next part)
SMILES,Peg3 prom inh,NR2E3 ag-1,PDI inh,aDG glyco act,CaV13 ICDI inh,MITF TRPM1 inh,Granule exo inh,hiPSC survival,NR2E3 ag-2,Vif inh,HIF-2a block
COC(=O)c1ccccc1NC(=O)C(C)NS(=O)(=O)c1ccc(OC)cc1 (stereo unspecified),6,22,16,0.4,-4,5,-2,0.3,-1,6,6
CCOC(=O)c1cc(-c2ccccc2)n(CCC(=O)N2CCN(c3ccccc3OC)CC2)c1C,40,-38,7,-0.4,-5,11,-1,0.2,-2,0,13
CCN(CC)S(=O)(=O)c1ccc(S(=O)(=O)Nc2ccc3c(c2)oc2ccccc23)cc1,18,17,-3,-0.1,-4,-4,-2,0.1,-2,11,4
Cc1ccc(S(=O)(=O)N(C)CC(=O)NCC(c2ccco2)N(C)C)cc1 (stereo unspecified),4,20,7,0.2,-6,-1,4,-0.4,4,4,-9
Cc1ccccc1Cn1c(C)nc2ccccc21,9,62,4,3.3*,-1,12,-1,-0.3,-2,-4,4
CCOc1ccc(NC(=O)c2ccc(NS(=O)(=O)c3cccc4cccnc34)cc2)cc1,2,-41,-17,-0.2,-3,0,-4,-0.7,.,-2,-10
CCCn1nc(NC(=O)C2CCCO2)c2cc3cccc(C)c3nc21 (stereo unspecified),5,15,9,0.5,-2,0,2,0.5,-4,-5,9
O=C(C(Cl)Cl)N1CC2CCC(CC2)C1,13,17,-1,-0.2,-3,10,0,6.2,.,-22,-9
COc1ccc(N2CC(C(=O)N[C@@H](CC(C)C)C(=O)NC3CCCCC3)CC2=O)cc1 (stereo partly specified),-7,13,1,-0.1,-2,3,-7,1.4,2,-4,8
CN1CCN(C(=O)/C(=C/c2ccc(F)cc2)NC(=O)c2ccccc2)CC1,6,-9,-5,-0.1,-5,15,14,-0.2,3,-20,14
O=C(Nc1ccc(Cl)cc1N1CCOCC1)C1CCCO1 (stereo unspecified),15,-8,18,0.1,-5,-7,-2,-0.4,0,2,7
O=C(NCC1CCCN1S(=O)(=O)c1cccs1)C(=O)Nc1ccccc1F (stereo unspecified),-45,-33,1,1.0,-5,.,-4,-0.4,.,3,-104
O=C(CN1CCN(c2ccccn2)CC1)NC1CCCCC1,-7,-8,-6,0.0,-7,7,-2,1.7,0,0,6
CCCCOC(=O)CCn1c(=S)oc2ccccc21,-18,-28,13,-0.2,-7,6,-3,-1.7,-2,5,-11
O=C(CSc1ccccc1)N1CCN(C(=O)c2ccco2)CC1,-3,-3,6,-0.1,-2,-13,-6,0.9,-2,-4,-4
O=C(Nc1nc(-c2ccc(S(=O)(=O)N3CCCCCC3)cc2)cs1)c1cccs1,23,-4,-1,0.2,-4,-3,0,-1.5,-1,-11,13
O=C(Nn1cnnc1)c1ccc(Cl)c([N+](=O)[O-])c1,4,-21,0,-0.1,-19,-4,-3,-0.3,-2,5,14
COc1ccc(CN2CCN(C3CCOCC3)CC2CCO)c(C)c1C (stereo unspecified),3,17,5,0.0,-6,6,1,-0.1,2,0,-1
CN1CCN(CCCNC(=O)c2ccc(/C=C3\Sc4ccccc4N(Cc4ccc(F)cc4)C3=O)cc2)CC1,104*,15,-1,0.0,-14,22,64*,-0.8,.,-3,-4
CCOC(=O)C1NC(=O)CC1c1ccccc1 (stereo unspecified),10,-15,12,0.2,-4,13,-1,0.1,3,-12,16

# Part of the list above in order of molar mass, smallest number first.
SMILES,Peg3 prom inh,NR2E3 ag-1,PDI inh,aDG glyco act,CaV13 ICDI inh,MITF TRPM1 inh,Granule exo inh,hiPSC survival,NR2E3 ag-2,Vif inh,HIF-2a block
CCOC(=O)C1NC(=O)CC1c1ccccc1 (stereo unspecified),10,-15,12,0.2,-4,13,-1,0.1,3,-12,16
O=C(Nn1cnnc1)c1ccc(Cl)c([N+](=O)[O-])c1,4,-21,0,-0.1,-19,-4,-3,-0.3,-2,5,14
O=C(CN1CCN(c2ccccn2)CC1)NC1CCCCC1,-7,-8,-6,0.0,-7,7,-2,1.7,0,0,6
O=C(Nc1ccc(Cl)cc1N1CCOCC1)C1CCCO1 (stereo unspecified),15,-8,18,0.1,-5,-7,-2,-0.4,0,2,7
O=C(CSc1ccccc1)N1CCN(C(=O)c2ccco2)CC1,-3,-3,6,-0.1,-2,-13,-6,0.9,-2,-4,-4
COc1ccc(CN2CCN(C3CCOCC3)CC2CCO)c(C)c1C (stereo unspecified),3,17,5,0.0,-6,6,1,-0.1,2,0,-1
CN1CCN(C(=O)/C(=C/c2ccc(F)cc2)NC(=O)c2ccccc2)CC1,6,-9,-5,-0.1,-5,15,14,-0.2,3,-20,14
O=C(NCC1CCCN1S(=O)(=O)c1cccs1)C(=O)Nc1ccccc1F (stereo unspecified),-45,-33,1,1.0,-5,.,-4,-0.4,.,3,-104
COc1ccc(N2CC(C(=O)N[C@@H](CC(C)C)C(=O)NC3CCCCC3)CC2=O)cc1 (stereo partly specified),-7,13,1,-0.1,-2,3,-7,1.4,2,-4,8
O=C(Nc1nc(-c2ccc(S(=O)(=O)N3CCCCCC3)cc2)cs1)c1cccs1,23,-4,-1,0.2,-4,-3,0,-1.5,-1,-11,13

# Remaining list, next part.
SMILES,Peg3 prom inh,NR2E3 ag-1,PDI inh,aDG glyco act,CaV13 ICDI inh,MITF TRPM1 inh,Granule exo inh,hiPSC survival,NR2E3 ag-2,Vif inh,HIF-2a block
Cc1ccc(CSCC(=O)N(C)CC(=O)Nc2ccc(C)cc2)cc1,9,-6,-14,0.0,-4,1,-3,0.1,-2,-2,2
O=C1[C@H]2[C@@H](c3ccc(Cl)cc3)N3C(=O)N(c4cccc(Cl)c4)C(=O)[C@@]3(Cc3ccc(Cl)cc3)[C@H]2C(=O)N1C1CCCCC1,-3,-3,-4,0.8,-5,-15,-10,-1.4,2,.,9
COc1ccccc1N(CCC#N)C(=O)CSc1ccc2c(c1)OCCO2,14,-2,-7,0.1,-5,0,-6,1.3,0,8,3
O=C(Nc1ccccc1)NN1CC(=O)N(c2ccc(Cl)cc2)CC1=O,3,-2,-1,0.0,-14,12,2,-0.8,-3,13,10
Cc1ccc(S(=O)(=O)c2nc(-c3ccccc3F)oc2N2CC(C)OC(C)C2)cc1 (stereo unspecified),21,-15,4,-0.1,-5,-12,-6,0.0,1,-1,11
CCn1c(COc2ccc(C)cc2)nc2ccccc21,-319,-88,-3,-0.2,-2,-62,1,-0.5,0,-3,-276
O=C(O)c1cccc(N2C(=O)/C(=C/c3ccc(SCc4ccc(Cl)cc4)o3)SC2=S)c1,-44,-55,2,-0.4,-5,-8,5,1.6,.,2,-74
C=CCn1c(CSc2nnc(-c3ccccc3)n2C)n[nH]c1=S,5,23,5,-0.2,-5,-2,-1,-0.6,1,-2,13
CCn1c(C)[n+](CCCS(=O)(=O)[O-])c2cc(Cl)c(Cl)cc21,5,28,4,-0.1,.,1,-1,-2.3,2,1,13
COc1ccc(C(=O)NCCOc2cccc(Oc3ccccc3)c2)cc1OC,-3,-5,-2,0.2,-5,.,9,0.6,0,3,1
CCC(=O)N1CCC(C)(C(=O)Nc2ccc(OC)c(OC)c2)C1 (stereo unspecified),1,-61,1,-0.3,-4,.,6,-1.0,.,-9,9
CC1Cc2ccccc2N1c1ncnc2c1nnn2Cc1ccccc1 (stereo unspecified),-4,-11,-5,0.2,-9,2,-2,1.4,0,-4,7
O=C(COc1ccccc1Cl)NCCCN1CCOCC1,17,-5,7,-0.1,-5,9,1,0.6,0,3,9
O=C(Nc1cccc(C(=O)O)c1)Nc1ccc2c(c1)OCO2,84*,-128,6,0.0,-3,89*,-1,-0.5,2,2,83*
CC(C)(C)c1ccc(Cc2n[nH]c(=S)[nH]c2=O)cc1,4,-12,7,0.0,-4,11,-9,0.5,1,2,21
CC(=O)Nc1cccc(-c2ccnc3c2CC(C)(C(=O)Nc2ccccc2)O3)c1 (stereo unspecified),29,18,-8,1.5,-10,.,3,-1.5,.,.,19
CC1(C(=O)O)Sc2[nH]c(=O)sc2C2c3ccccc3OC(=O)C21 (stereo unspecified),3,-40,5,0.0,-6,-2,-4,-0.6,2,3,28
O=C(Nc1nc(COc2ccccc2)cs1)C12CC3CC(CC(C3)C1)C2,-149,-53,3,-0.2,-10,-41,1,-2.5,-3,-5,-166
COc1ccc(S(=O)(=O)N2CCC(NC(=O)N3CCOCC3)CC2)cc1,5,6,10,1.8,-3,9,54,-1.2,3,1,-1
Cc1cc(Cl)ccc1OCC(O)CNCCc1ccc(S(N)(=O)=O)cc1 (stereo unspecified),26,-1,-9,0.0,-5,2,-18,-0.3,3,5,25
CCCCC(=O)Nc1ccc2c(c1)nc(CCN1CCN(C)CC1)n2C,-2,4,4,0.0,-4,-3,-2,1.0,5,-8,-2
O=C(COC(=O)CN1C(=O)C2CCCCC2C1=O)Nc1ccc(S(=O)(=O)N2CCOCC2)cc1 (stereo unspecified),17,-30,-1,-0.3,-3,8,-1,-2.4,3,-2,6
